Source: PubChem BioAssay (several laboratories)
OPRM1-OPRD1 ag: OPRM1-OPRD1 heterodimerization agonism; P35372+P41143; 340,000 compounds, 0.3% hits; activation, % at 9.3 µM; cells, luminescence; in the data active means activation above about 18%;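 further: 0% = vehicle-treated cells and 100% = reference agonist; values of inactives mirror those of a sister screen read the other way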
Keap1 Nrf2 FP: Keap1-Nrf2 (human) interaction inhibition; inhibition, % at 9.4 µM; Q14145; AID 504523; 340,000 compounds, 0.15% hits; Keap1 Kelch-Nrf2 peptide fluorescence polarization, 1536-well; in the data active means inhibition above about 12%;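 further: human Keap1 Kelch domain with fluorescein labeled Nrf2 9mer peptide probe; 0% = neutral control wells and 100% = peptide positive control; higher means more block of Keap1 binding to Nrf2 peptide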
Arrestin-AP2 inh: inhibitors of human beta-arrestin and AP2 interaction; inhibition, % at 10 µM; AID 504490; FITC-arrestin peptide / GST-AP2 beads, flow cytometry; AP2 beta2 appendage carries R879A mutation; 340,000 compounds, 0.31% hits;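 active means inhibition above a set limit, near 3 SD of compounds lacking own fluorescence, cut at about 54% in these data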;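 further: plate controls were DMSO wells for no effect and 5 µM unlabelled arrestin peptide for full effect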
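system = GST-tagged AP2 beta2-adaptin appendage (R879A) on 4 µm glutathione beads | reagent = FITC-labelled arrestin peptide probe, 50 nM final | schedule = compound with beads 12 min RT, then probe 1 h RT | signal = HyperCyt-sampled flow cytometry, FL1 channel, ex 488/em 535 nm | read-out = percent response from loss of bead-bound FITC fluorescence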
RTF Ca sens act: cardiac RTF calcium sensitization | activation, % at 7.2 µM | IANBD-labeled TnC RTF fluorescence at EC20 calcium; 0% EC20 calcium, 100% full calcium | 340,000 compounds, 0.24% hits;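 active means activation above the mean over all tested compounds plus 3 SD, cut at about 30% in these data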;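 further: rise in fluorescence read as greater calcium sensitivity of cardiac thin filaments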
Wnt act: activators of Wnt/beta-catenin signaling; Wnt/beta-catenin reporter cell assay, activator, plate reader; activation, % at 9.35 µM; 300,000 compounds, 1.2% hits; AID 743398; in the data active means activation above about 30%, passing the limit was not always enough;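 further: 0% = neutral control wells and 100% = positive control wells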
Cardiac RTF inh: cardiac RTF calcium desensitization; IANBD-labeled cardiac RTF, Ca2+ fluorescence; inhibition, % at 7.15 µM; 340,000 compounds, 0.12% hits; AID 493244;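 active means inhibition above the mean inhibition of all tested compounds plus 3 SD, cut at about 17% in these data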;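 further: assay run at fixed EC70 calcium of 1.6 mM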
C-LANA FP: inhibitors of KSHV LANA C-terminal domain DNA binding | inhibition, % at 9 µM | MBP-C-LANA/FAM-LBS DNA binding, fluorescence polarization | 340,000 compounds, 0.078% hits;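 active means highest replicate inhibition at or above 60% at 9 µM, even if other replicates fall short; inactive means all replicates below 60% inhibition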;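 further: 0% = neutral control wells and 100% = 4 µM acridine orange control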
MOR-DOR inv ag: inverse agonists of human mu-delta opioid receptor heterodimerization. P35372+P41143. cell-based MOR-DOR heterodimer luminescence, inverse agonism. inhibition, % at 9.3 µM. 340,000 compounds, 0.21% hits; in the data active means inhibition above about 22%, passing the limit was not always enough;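 further: 0% = cells with DMSO and 100% = wells without cells with DMSO; values of inactives mirror those of a sister screen read the other way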
Pemphigus Ab inh: blocks pemphigus antibody binding to human desmoglein-3; DSG3-coupled beads, scFv-anti-DSG3-GFP binding, flow cytometry; hits give low values; binding (percent of control), % at 10 µM; 310,000 compounds, 0.48% hits;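 active means binding more than 3 SD below its plate's average and above zero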;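 further: hits lower antibody fragment binding to DSG3; some compounds called inactive have numbers as strong as hits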
Target sequence (P32926 whole entry, looked up, the tested form may be a part): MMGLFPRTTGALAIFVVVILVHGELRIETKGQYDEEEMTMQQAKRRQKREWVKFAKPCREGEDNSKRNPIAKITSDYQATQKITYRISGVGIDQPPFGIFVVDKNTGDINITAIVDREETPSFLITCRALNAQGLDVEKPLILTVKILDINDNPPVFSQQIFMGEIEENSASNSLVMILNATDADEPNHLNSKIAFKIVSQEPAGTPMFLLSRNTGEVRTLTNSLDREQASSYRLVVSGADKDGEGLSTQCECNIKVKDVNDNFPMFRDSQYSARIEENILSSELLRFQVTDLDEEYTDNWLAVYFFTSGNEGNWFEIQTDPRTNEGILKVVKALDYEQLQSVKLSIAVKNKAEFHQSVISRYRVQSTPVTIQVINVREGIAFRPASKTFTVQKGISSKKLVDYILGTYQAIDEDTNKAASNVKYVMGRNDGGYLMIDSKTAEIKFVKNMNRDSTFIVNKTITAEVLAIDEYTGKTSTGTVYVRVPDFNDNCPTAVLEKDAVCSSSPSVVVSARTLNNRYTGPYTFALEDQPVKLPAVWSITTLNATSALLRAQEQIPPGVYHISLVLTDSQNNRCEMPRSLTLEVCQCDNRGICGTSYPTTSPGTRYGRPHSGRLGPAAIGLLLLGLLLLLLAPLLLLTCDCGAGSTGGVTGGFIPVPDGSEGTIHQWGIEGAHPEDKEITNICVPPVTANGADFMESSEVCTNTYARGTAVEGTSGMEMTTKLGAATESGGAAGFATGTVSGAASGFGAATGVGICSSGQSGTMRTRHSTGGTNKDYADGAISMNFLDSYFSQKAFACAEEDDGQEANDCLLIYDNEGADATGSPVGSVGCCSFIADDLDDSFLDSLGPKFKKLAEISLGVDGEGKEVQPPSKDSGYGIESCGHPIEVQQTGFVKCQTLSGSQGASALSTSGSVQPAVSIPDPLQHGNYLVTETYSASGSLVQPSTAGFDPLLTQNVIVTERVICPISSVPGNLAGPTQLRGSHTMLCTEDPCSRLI
V-ATPase pH: regulators of yeast V-ATPase proton transport | response, % at 10 µM | S. cerevisiae, pHLuorin cytosolic pH fluorescence | 350,000 compounds, 0.37% hits; in the data active means response mostly above about 7.3%, no sharp cut-off; inactive means mostly below about 5.4%; further: actives read high; inactives centre near 0; some compounds called inactive have numbers as strong as hits; reference of the scale not given here
* marks the source's active call; other numbers are inactive results; · = no result given. Only part of the results is shown, so the mix of outcomes need not match the whole.

no. | structure | OPRM1-OPRD1 ag | Keap1 Nrf2 FP | Arrestin-AP2 inh | RTF Ca sens act | Wnt act
1 | O=C1NC(=S)N(c2ccccc2F)C(=O)/C1=C\c1cccs1 | -1.8 | -10 | 3 | 5 | -2
2 | C=CCn1c(O)c(C(C)=Nc2cccc(C(F)(F)F)c2)c(=O)[nH]c1=O | -3.3 | -3 | 30 | -2 | 0
3 | N[C@@H](Cc1c[nH]c2ccccc12)c1nnc(SCc2ccccc2)o1 | -0.9 | 2 | -3 | 2 | ·
4 | COC(=O)C1=C(c2cc3ccccc3s2)C[C@@H]2CC[C@H]1N2C(=O)NCCCOC(C)C | -1.3 | -7 | 0 | 11 | -2
5 | CCN(CC)CCN=Cc1c(O)n(CCc2ccccc2)c(=O)[nH]c1=O | -2.4 | -4 | 4 | 5 | -7
6 | O=c1[nH]c(=O)n(-c2ccc(Br)cc2)c(O)c1C=NC(CO)(CO)CO | · | · | -4 | · | 0
7 | Cc1cccc(N2CCN(Cc3ccc4c(c3)OCO4)CC2)c1C | 4.4 | -2 | -1 | 2 | 0
8 | O=[N+]([O-])NC1=NCN(Cc2ccco2)CN1Cc1ccco1 | -2.9 | 1 | 7 | -2 | -2
9 | CC1(C)C2CC=C(CN3CCC(O)CC3)C1C2 (stereo unspecified) | 0.0 | 1 | 25 | -2 | 0
10 | COC(=O)NC(=C(Cl)Cl)P(=O)(c1ccccc1)c1ccccc1 | -0.4 | -6 | 45 | -1 | -1

no. | Cardiac RTF inh | C-LANA FP | MOR-DOR inv ag | Pemphigus Ab inh | V-ATPase pH
1 | -9 | -5.9 | 9 | 99 | 0
2 | 7 | -0.2 | 16 | · | -2
3 | 10 | 0.8 | 5 | 97 | 4
4 | -14 | -1.1 | 7 | 104 | -1
5 | -13 | -1.1 | 13 | 97 | 1
6 | · | · | · | 109 | 2
7 | 4 | -0.9 | -23 | 106 | 0
8 | -28 | -0.7 | 15 | · | 6
9 | 12 | 0.3 | 0 | · | 2
10 | -1 | 0.3 | 2 | 98 | 3

Additional entries follow:
no. | structure | OPRM1-OPRD1 ag | Keap1 Nrf2 FP | Arrestin-AP2 inh | RTF Ca sens act | Wnt act
11 | O=P(Nc1c(Cl)cccc1Cl)(c1ccccc1)c1nc2c(s1)CCCC2 (stereo unspecified) | -3.1 | -4 | -1 | -7 | ·
12 | C[C@]12CCC3C(CC[C@H]4C[C@@H](O)CC[C@]34C)C1CC[C@@H]2OC(=O)[C@H](N)CCCCN (stereo partly specified) | -2.5 | 5 | 9 | -3 | -4
13 | O=C(N[C@H]1CP(=O)(Oc2ccccc2)O[C@H](COCc2ccccc2)[C@H]1O)C(Cl)(Cl)Cl (stereo partly specified) | 0.5 | -3 | -6 | 4 | -2
14 | CC(=O)Nc1ccc(C=C2C(=O)NC(=O)NC2=O)cc1 | -1.7 | -1 | 19 | -7 | -22
15 | COc1ccc(-c2ccc(OC)c(OC)c2OC)cc1 | -2.3 | -3 | -16 | -6 | 3
16 | COc1ccccc1N1C(=O)CC(=O)NC1=O | -2.3 | -8 | 3 | -1 | 0
17 | O=C(C1CC(=O)N(C2CCCC2)C1)N1CCC2(CC1)OCCO2 (stereo unspecified) | -1.7 | -6 | -14 | 6 | ·
18 | CN(C=O)CP(=O)(O)CN(C)C=O | -3.5 | 2 | 1 | 3 | ·
19 | COc1ccc2[nH]c(C)c(CCN3CCC(=O)C(C)C3C)c2c1 (stereo unspecified) | 0.4 | -3 | -6 | 3 | 2
20 | O=C1CCCN1C(=O)c1cncc(Br)c1 | -2.5 | 2 | 4 | 1 | ·

no. | Cardiac RTF inh | C-LANA FP | MOR-DOR inv ag | Pemphigus Ab inh | V-ATPase pH
11 | -4 | -1.1 | 17 | 102 | 0
12 | 4 | -3.8 | 13 | 122 | -2
13 | -10 | -0.5 | -3 | 107 | 1
14 | -3 | -2.2 | 8 | 96 | -2
15 | -2 | -1.5 | 11 | 131 | 1
16 | -6 | -0.6 | 12 | 98 | 2
17 | -7 | -0.1 | 9 | 102 | 3
18 | 3 | -0.8 | 20 | 106 | 3
19 | 0 | 1.8 | -2 | 110 | -2
20 | -9 | -0.7 | 13 | · | 0

One compound at a time, as listed above.
COc1ccc2[nH]c(C)c(CCN3CCC(=O)C(C)C3C)c2c1 (stereo unspecified) reads OPRM1-OPRD1 ag: 0.4; Keap1 Nrf2 FP: -3; Arrestin-AP2 inh: -6; RTF Ca sens act: 3; Wnt act: 2; Cardiac RTF inh: 0; C-LANA FP: 1.8; MOR-DOR inv ag: -2; Pemphigus Ab inh: 110; V-ATPase pH: -2
CN(C=O)CP(=O)(O)CN(C)C=O reads OPRM1-OPRD1 ag: -3.5; Keap1 Nrf2 FP: 2; Arrestin-AP2 inh: 1; RTF Ca sens act: 3; Wnt act: ·; Cardiac RTF inh: 3; C-LANA FP: -0.8; MOR-DOR inv ag: 20; Pemphigus Ab inh: 106; V-ATPase pH: 3
COc1ccccc1N1C(=O)CC(=O)NC1=O reads OPRM1-OPRD1 ag: -2.3; Keap1 Nrf2 FP: -8; Arrestin-AP2 inh: 3; RTF Ca sens act: -1; Wnt act: 0; Cardiac RTF inh: -6; C-LANA FP: -0.6; MOR-DOR inv ag: 12; Pemphigus Ab inh: 98; V-ATPase pH: 2

The listing continues.
no. | structure | OPRM1-OPRD1 ag | Keap1 Nrf2 FP | Arrestin-AP2 inh | RTF Ca sens act | Wnt act
21 | O=C(Cc1ccccc1)Oc1ccc(N2C(=O)C3CCCCC3C2=O)cc1 (stereo unspecified) | -1.1 | 4 | -3 | 7 | 3
22 | C=CCN1C(=O)NC(=O)C(CCc2ccncc2)(CCc2ccncc2)C1=O | -0.5 | -2 | -6 | 8 | -2
23 | OCC#CC[N+]1(CC#Cc2ccccc2)CCCC1 | -1.1 | -2 | 14 | -5 | -1
24 | Cc1cc(=O)oc2c(C)c(OCC(=O)N3C[C@H]4C[C@@H](C3)c3cccc(=O)n3C4)ccc12 | -1.9 | -1 | 1 | 3 | -2
25 | CN1CC(C(=O)c2cccc(C(F)(F)F)c2)C(c2ccc(Cl)cc2)C1 (stereo unspecified) | 0.3 | -4 | 3 | 3 | -2
26 | COc1ccc(CN2C(=O)NC(=O)/C(=C/c3ccc(OC)c(OC)c3OC)C2=O)cc1 | -3.2 | 0 | 2 | -5 | 2
27 | C=CCn1c(O)c(C(CC)=NCc2ccco2)c(=O)[nH]c1=O | -1.8 | -3 | 20 | 8 | 1
28 | Cc1cc(Cl)ccc1OC(C)C(=O)O (stereo unspecified) | -0.4 | 1 | 0 | 5 | -2
29 | Cc1cc(C=C2C(=O)NC(=S)NC2=O)c(C)n1-c1ccc2c(c1)OCO2 | -0.2 | -4 | 9 | -1 | ·
30 | CC(C)(C)c1o[nH]c(=O)c1CC(N)C(=O)O (stereo unspecified) | -2.0 | 1 | 17 | 2 | 2

no. | Cardiac RTF inh | C-LANA FP | MOR-DOR inv ag | Pemphigus Ab inh | V-ATPase pH
21 | -2 | 1.0 | 6 | · | 2
22 | -4 | 0.5 | 3 | 113 | 2
23 | 2 | -0.8 | 5 | 99 | -3
24 | -3 | -1.1 | 10 | 98 | 3
25 | -10 | -1.7 | -1 | 96 | 0
26 | 6 | -0.5 | 16 | · | -1
27 | -6 | -0.5 | 9 | 110 | 0
28 | 20* | 3.1 | 2 | · | 0
29 | 13 | 3.0 | 1 | 92 | 0
30 | 21* | -1.6 | 11 | 99 | -2

Continuation.
no. | structure | OPRM1-OPRD1 ag | Keap1 Nrf2 FP | Arrestin-AP2 inh | RTF Ca sens act | Wnt act
31 | O=Cc1cn(Cc2ccc([N+](=O)[O-])cc2)c2ccccc12 | -0.9 | 1 | -4 | 0 | ·
32 | COc1ccc(CCn2c(O)c(C=NCCCO)c(=O)[nH]c2=O)cc1OC | 0.6 | -4 | 2 | 2 | ·
33 | Cc1ccc(Oc2cc(NN3CCCCC3)c([N+](=O)[O-])cc2[N+](=O)[O-])c([N+](=O)[O-])c1 | -1.6 | 3 | 9 | -6 | -2
34 | O=C1NC(=O)C(Nc2ccccc2)C(=O)N1 | -1.5 | -12 | 4 | -6 | 5
35 | COc1ccc(CCNCc2ccccc2)cc1 | -2.3 | -5 | -9 | 2 | -2
36 | C[C@H](NC(=O)CCC(=O)N1C[C@H]2C[C@H](C1)c1cccc(=O)n1C2)c1ccccc1 | -4.2 | -1 | 2 | 7 | -1
37 | CCC1(CCCC(=O)c2ccc(F)cc2)C(=O)NC(=S)NC1=O | -3.9 | -5 | -5 | 2 | -2
38 | O=C(N/N=C/c1c(O)n(Cc2ccccc2)c(=O)[nH]c1=O)c1ccccc1 | -4.6 | -4 | -7 | 0 | -3
39 | N[C@@H](Cc1ccc(N(CCCl)CCCl)cc1)C(=O)O | -2.2 | -12 | 7 | 3 | 4
40 | CCOP(=O)(OCC)C(NS(=O)(=O)c1ccccc1)C(Cl)(Cl)Cl (stereo unspecified) | -1.8 | -1 | 3 | 0 | -1

no. | Cardiac RTF inh | C-LANA FP | MOR-DOR inv ag | Pemphigus Ab inh | V-ATPase pH
31 | -13 | 0.9 | 4 | 110 | -3
32 | -6 | -1.2 | -3 | 93 | 1
33 | 6 | -3.8 | 9 | 102 | 6
34 | 0 | -1.1 | 7 | 115 | 0
35 | -4 | -0.5 | 11 | 101 | 2
36 | -4 | 2.0 | 21 | 105 | -1
37 | 3 | -0.8 | 18 | 103 | -1
38 | -3 | -0.8 | 20 | 103 | -2
39 | -4 | 0.2 | 12 | 114 | 0
40 | -2 | -0.8 | 9 | 96 | -8

(cont.)
no. | structure | OPRM1-OPRD1 ag | Keap1 Nrf2 FP | Arrestin-AP2 inh | RTF Ca sens act | Wnt act
41 | Cn1c(O)c(C(=O)c2ccccc2F)c(=O)n(C)c1=O | -2.5 | -1 | -8 | -1 | ·
42 | O=C1NC(=S)NC(=O)C1=Cc1cccc2cc3ccccc3cc12 | 2.5 | 1 | 33 | 6 | 4
43 | CCCNS(=O)(=O)c1ccc(OCC(=O)N2CCN(Cc3ccccc3)CC2)cc1 | 1.0 | -4 | 7 | -9 | -3
44 | Cc1ccc(-c2nc3ccccc3c(=O)n2-c2nccs2)cc1 | 4.7 | -2 | -12 | -4 | 1
45 | COC(=O)C1=C(c2ccc(F)cc2OCc2ccccc2)C[C@@H]2CC[C@H]1N2C(=O)N1CCC(O)(c2ccc(Cl)cc2)CC1 | 2.5 | -3 | 21 | -1 | -12

no. | Cardiac RTF inh | C-LANA FP | MOR-DOR inv ag | Pemphigus Ab inh | V-ATPase pH
41 | 7 | 1.0 | 12 | 99 | 0
42 | -6 | -0.4 | -11 | 90 | -2
43 | -21 | -0.4 | -6 | · | 8
44 | -4 | 0.8 | -27 | 103 | -2
45 | 4 | 0.7 | -14 | 102 | 0
